PLC-beta3 inh – blocks human PLC-beta3 enzyme activity. Purified PLC-beta3, fluorogenic substrate, fluorescence. inhibition, % at 12.2 µM. 0.18% of 370,000 active. AID 720704; in the data active = inhibition above about 11%;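 note: 0% = median of compound wells on plate and 100% = full blocker control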
ssDAF-12 act – S. stercoralis DAF-12 activation, primary screen | 1% of 370,000 active | activation, % at 6.8 µM | HEK293 ssDAF-12/GRIP1 lit1-tk-luc reporter, luminescence; % of 3 µM dafachronic acid response;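 active = activation above the mean over all tested compounds plus 3 SD, cut at about 0.9% in these data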;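 note: 0% = DMSO-only wells and 100% = 3 µM delta7-dafachronic acid wells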
GAA850 FXN act – frataxin GAA850 promoter activation. AID 540364. HEK293 lucGAA850 FXN promoter luciferase reporter, 24 h; percent of 10 µM SAHA response. activation, % at 6 µM. 0.56% of 360,000 active;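 active = activation above the average of all compounds screened plus 3 SD, cutoff fixed separately per campaign, cut at about 7.5% in these data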;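 note: 0% = DMSO wells and 100% = 10 µM SAHA wells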
ADAM17 inh – inhibits human ADAM17 | recombinant ADAM17, EDANS/DABCYL FRET peptide cleavage | inhibition, % at 6.95 µM | 0.83% of 370,000 active;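 active = inhibition above the mean of compounds lying between control limits plus 3 SD, set per campaign, cut at about 8.5% in these data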;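 note: 0% = DMSO-only wells as the low control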
Target sequence (P78536 215-824 limits assumed): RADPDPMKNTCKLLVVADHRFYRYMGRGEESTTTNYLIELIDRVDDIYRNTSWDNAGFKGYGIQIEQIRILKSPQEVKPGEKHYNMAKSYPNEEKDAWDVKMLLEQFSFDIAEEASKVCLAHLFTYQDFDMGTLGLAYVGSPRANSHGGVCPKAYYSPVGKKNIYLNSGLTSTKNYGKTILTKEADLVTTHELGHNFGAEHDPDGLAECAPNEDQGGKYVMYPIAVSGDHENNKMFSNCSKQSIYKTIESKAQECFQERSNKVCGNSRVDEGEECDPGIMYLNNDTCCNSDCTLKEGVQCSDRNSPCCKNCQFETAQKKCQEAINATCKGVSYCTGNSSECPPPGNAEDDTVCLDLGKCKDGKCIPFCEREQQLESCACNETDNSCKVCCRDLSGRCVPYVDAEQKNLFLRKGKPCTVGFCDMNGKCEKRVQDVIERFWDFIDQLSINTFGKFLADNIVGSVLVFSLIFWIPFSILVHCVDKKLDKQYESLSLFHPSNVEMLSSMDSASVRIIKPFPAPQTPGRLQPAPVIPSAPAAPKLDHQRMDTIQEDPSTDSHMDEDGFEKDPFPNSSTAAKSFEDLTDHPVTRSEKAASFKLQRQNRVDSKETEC
PLCg1 inh – PLC-gamma1 (human) inhibition, primary screen; purified PLC-gamma1, fluorogenic substrate, fluorescence; inhibition, % at 12.2 µM; 0.84% of 370,000 active; AID 720700; in the data active = inhibition above about 9.5%
hcDAF12 agonist – activators of H. contortus DAF-12 nuclear receptor | 1.4% of 370,000 active | activation, % at 6.8 µM | HEK293 hcDAF-12 lit1-tk-luc reporter, luminescence; 0% DMSO, 100% Δ7-dafachronic acid;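 active = activation above the mean of all tested compounds plus 3 SD, cut at about 5.5% in these data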;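 note: 100% = response to 3 µM Δ7-dafachronic acid high control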
DAX1 inh-1 – inhibits human nuclear receptor DAX1; 0.99% of 340,000 active; HEK293 Gal4-DAX1 luciferase reporter, luminescence; AID 504766; inhibition, % at 6.75 µM; P51843;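 active = inhibition above the mean over all tested compounds plus 3 SD, cut at about 4.2% in these data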;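 note: 0% = DAX1-transfected cells with DMSO and 100% = empty-vector control cells with DMSO; inhibition shows as a rise in luminescence from relieved DAX1 repression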
DAX1 inh-2 – DAX1 (NR0B1) inhibition, primary screen. HEK293T StAR-luciferase reporter, SF-1/DAX-1 repression relief. inhibition, % at 6.8 µM. 1.1% of 370,000 active. AID 652010;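 active = inhibition above the mean over all tested compounds plus 3 SD, cut at about 3.6% in these data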;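 note: 0% = DAX-1 cells with DMSO and 100% = cells lacking DAX-1 with DMSO; higher inhibition means more luminescence from relief of DAX-1 repression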
HGIII-sPLA2 inh – Inhibits HGIII-sPLA2 liposome hydrolysis, primary screen; Q9NZ20; QFRET BODIPY PC-A2 liposome hydrolysis, fluorescence; inhibition, % at 12.2 µM; 0.56% of 370,000 active;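 active = inhibition above mean plus 3 SD of compounds lying within the high and low control bounds, cut at about 19% in these data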;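 note: 0% = median of test compound wells and 100% = no enzyme DMSO wells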
Target sequence (Q9NZ20 whole entry, looked up): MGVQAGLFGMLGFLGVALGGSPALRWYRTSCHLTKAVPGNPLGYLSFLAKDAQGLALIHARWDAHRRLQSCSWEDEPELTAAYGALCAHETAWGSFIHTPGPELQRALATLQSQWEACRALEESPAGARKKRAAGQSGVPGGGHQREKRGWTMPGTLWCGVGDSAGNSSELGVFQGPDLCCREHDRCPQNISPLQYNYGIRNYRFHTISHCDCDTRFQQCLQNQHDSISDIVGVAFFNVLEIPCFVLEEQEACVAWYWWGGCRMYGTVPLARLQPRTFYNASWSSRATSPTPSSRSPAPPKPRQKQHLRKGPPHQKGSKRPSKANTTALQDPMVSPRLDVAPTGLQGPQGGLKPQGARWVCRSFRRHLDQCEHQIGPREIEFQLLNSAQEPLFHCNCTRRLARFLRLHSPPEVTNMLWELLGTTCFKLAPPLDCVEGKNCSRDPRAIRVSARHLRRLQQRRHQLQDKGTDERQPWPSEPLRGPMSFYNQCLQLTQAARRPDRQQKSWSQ
ADAM10 inh – inhibits human ADAM10 | O14672 | recombinant ADAM10, EDANS/DABCYL FRET peptide cleavage, 3 h | inhibition, % at 7 µM | 0.62% of 370,000 active | AID 720582;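 active = inhibition above a per-campaign cutoff equal to the mean of compounds falling between control-based bounds plus 3 SD, cut at about 20% in these data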;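 note: 0% = DMSO wells while the 100% control is not disclosed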
hgDAF-12 ag – activates the H. glycines DAF-12 receptor ligand-binding domain | 1.8% of 370,000 active | HEK293 GAL4-hgDAF12 UAS-luciferase reporter, agonist luminescence; normalized to butyrate control | activation, % at 6.8 µM;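 active = activation above a cutoff set at the mean of all screened compounds plus 3 SD, cut at about 10% in these data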;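 note: 0% = DMSO wells and 100% = sodium butyrate wells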
Numbers without * were called inactive; / = not tested or not shown.

SMILES	PLC-beta3 inh	ssDAF-12 act	GAA850 FXN act	ADAM17 inh	PLCg1 inh	hcDAF12 agonist	DAX1 inh-1	DAX1 inh-2	HGIII-sPLA2 inh	ADAM10 inh	hgDAF-12 ag
CCCCN(C)C(=O)c1cc2cc([N+](=O)[O-])cc(OC)c2oc1=O	-4	-1.6	-0.8	-5	0	-0.2	2.4	-0.6	0	-7	2.9
O=C(NCCCC(=O)N1CCCCC1)c1ccc(Cl)cc1	-6	-1.0	-1.4	-3	-1	-1.2	0.7	0.1	4	3	-2.1
CCOC(=O)c1ccc(N=C2SC(C(=O)NCCc3ccccc3)CC(=O)N2C)cc1 (configuration not stated)	-5	-1.8	-1.8	-2	1	-0.4	-0.8	-1.0	-6	-2	1.1
Nc1nc2ccc(C(=O)Nc3ccc(N4CCOCC4)cc3)cc2s1	-10	-1.0	3.8	-7	-1	0.8	0.8	1.4	10	-21	7.2
C=CCn1c(SCC(=O)NC)nnc1C12CC3CC(CC(C3)C1)C2	-3	-0.6	2.1	-4	0	-1.4	0.9	-0.1	0	-6	-1.3
Cc1cc(=O)[nH]c(Nc2c(C)n(C)n(-c3ccccc3)c2=O)n1	1	-1.0	-1.1	-1	-2	-1.1	1.5	-0.1	-3	-3	1.1
CC(C)N1C(=O)CCC1C(=O)N1CCC(Cc2ccccc2)CC1 (configuration not stated)	2	-1.1	1.9	-1	0	-0.9	-0.4	-0.4	12	-9	-1.2
COc1cccc(CNC(=O)C2CCC(CNS(=O)(=O)c3cccc4nsnc34)CC2)c1 (configuration not stated)	2	0.0	1.2	2	1	-0.9	0.3	-0.9	-3	5	-2.0
O=C(Cc1ccc(F)cc1)Nc1c2c(nn1-c1cccc(Cl)c1)CS(=O)C2 (configuration not stated)	6	-0.8	1.9	3	7	-0.8	-0.6	0.3	8	7	-1.2
CCOc1ccc(CCNC(=O)COc2cccc(-n3cnnn3)c2)cc1OCC	-2	-1.7	1.9	0	-2	-0.8	-0.7	1.7	1	-2	-0.3
Cn1[nH]c2c(c1=O)[C@H](c1ccc(F)cc1)O[C@H](CCc1ccccc1)C2	0	-1.3	/	-4	-1	-0.3	/	-0.7	-3	2	-0.9
CCCCNC(=S)NNC(=O)C1=NN(c2cc(C)ccc2C)C(=O)CC1	-51	-0.8	-3.7	-2	-28	0.2	1.5	0.3	12	4	-1.8
Cc1cccc(N2CCN(S(=O)(=O)c3ccc4c(c3)n(C)c(=O)c(=O)n4C)CC2C)c1 (configuration not stated)	-1	-1.3	-1.9	-1	1	-0.5	-1.2	0.3	10	-3	-0.3
CCCCn1c(N)c(N(CC(C)C)C(=O)CC(NC(=O)c2ccccc2)c2ccccc2)c(=O)[nH]c1=O (configuration not stated)	1	-1.3	-0.3	-2	3	-0.9	1.4	-0.9	-4	2	0.1
COC(=O)c1sccc1N/N=C/c1ccc(OC)c(OC)c1OC	-321	-1.3	6.8	-33	-306	0.5	-0.6	2.0	1	-96	10
CC(C)(C)c1ccc(CSc2nnc(-c3ccccn3)n2Cc2ccco2)cc1	0	-1.1	1.8	3	0	-1.5	-1.0	-0.1	-13	9	-0.5
Cc1ccc(NC(=O)NC2=N/C(=C(/C#N)C(=O)N3CCCC3)c3ccccc32)cc1	0	-1.5	1.5	-2	2	0.6	-1.2	1.0	11	1	3.6
CC(=O)N/C(=C\c1ccccc1)C(=O)OCC(=O)c1c(N)n(C)c(=O)n(C)c1=O	4	-0.7	-0.9	0	3	1.3	-2.0	0.2	5	4	3.3
CC1=C(C(=O)Nc2cc(C(=O)N3CCN(c4cccc(C)c4C)CC3)ccc2C)SCCO1	-9	-1.7	-2.0	2	0	-3.2	-0.4	-0.9	-5	5	-3.3
COc1ccc(N(CC(=O)Nc2cc(C)cc(C)c2)S(=O)(=O)c2ccccc2[N+](=O)[O-])c(OC)c1	-4	-2.4	-1.7	7	0	-1.7	0.3	-1.0	-3	13	-2.8

Profiles as entered above. Order of values: PLC-beta3 inh, ssDAF-12 act, GAA850 FXN act, ADAM17 inh, PLCg1 inh, hcDAF12 agonist, DAX1 inh-1, DAX1 inh-2, HGIII-sPLA2 inh, ADAM10 inh, hgDAF-12 ag
Shown for CCCCNC(=S)NNC(=O)C1=NN(c2cc(C)ccc2C)C(=O)CC1 : -51, -0.8, -3.7, -2, -28, 0.2, 1.5, 0.3, 12, 4, -1.8
Shown for Cn1[nH]c2c(c1=O)[C@H](c1ccc(F)cc1)O[C@H](CCc1ccccc1)C2 : 0, -1.3, /, -4, -1, -0.3, /, -0.7, -3, 2, -0.9

(list continues)
SMILES	PLC-beta3 inh	ssDAF-12 act	GAA850 FXN act	ADAM17 inh	PLCg1 inh	hcDAF12 agonist	DAX1 inh-1	DAX1 inh-2	HGIII-sPLA2 inh	ADAM10 inh	hgDAF-12 ag
Cc1cccc(NC(=O)CNC(=O)C23CC4CC(CC(Cl)(C4)C2)C3)n1	-6	-1.5	0.8	-4	-1	-0.6	-1.1	0.1	4	-8	-2.2
Cc1[nH]c2ccc(Br)cc2c(=S)c1C/C=C/Cl	-15	-1.3	2.6	-4	-3	-1.8	-0.4	0.5	12	3	0.3
O=S(=O)(C(=CNc1ccccc1)S(=O)(=O)c1ccccc1)c1ccccc1	3	-0.7	-0.3	2	2	-1.8	-1.1	-0.6	-3	18	-0.5
Cc1ccc(N2CCCn3c2cc(C)c(C#N)c3=O)cc1Cl	-70	-1.3	-1.8	-8	-51	0.1	-0.7	0.3	11	-12	-1.8
Cc1ccc2cc(C=C(C#N)C#N)c(N3CCCCC3)nc2c1	-86	-0.3	0.7	-40	-84	4.2	0.1	0.9	-7	-110	10
Cc1ccnc(SCC(=O)NC2CC2)n1	-6	-0.8	3.6	-3	-1	-0.8	-0.5	0.7	1	-10	0.5
Cc1ccc(S(=O)(=O)N2C(=O)c3cccc4cccc2c34)cc1	-56	-0.7	1.9	-3	-31	0.3	3.0	-0.1	-9	1	-2.4
COc1ccccc1CCn1cnc(C)c1CC(C)C	-1	-1.5	/	-6	-2	-2.7	/	-1.0	-1	-8	0.1
Cn1cccc1C(=S)N1CCOCC1	1	-0.9	-0.6	-1	3	-1.0	0.0	0.6	7	-6	-1.0
O=C(NC(=S)Nc1ccccc1)c1cncc(C#Cc2ccccc2)c1	-3	-0.9	0.1	-5	1	-1.6	1.9	0.2	3	-1	-0.8
COc1ccc(Cc2noc(=O)[nH]2)cc1	5	-0.9	0.3	1	4	-0.3	0.1	1.1	-6	5	3.1
O=C(Nc1ccc(F)cc1)C(c1ccnc2ccccc12)N1CCN(C(=O)c2ccco2)CC1 (configuration not stated)	0	-1.4	/	-5	-4	0.1	/	-1.2	-1	-6	1.4
Cc1nnc(NS(=O)(=O)c2ccc(Br)cc2)s1	1	-0.2	-0.3	0	3	-2.3	-0.4	0.1	-7	0	-1.6
COC(=O)[C@H](CCSC)NC(=O)Cn1cnc(C(=O)Nc2ccc(C)c(C)c2)n1	2	-0.5	0.4	-1	2	5.7*	1.8	2.7	0	4	11*
Cc1nc2ccc(NC(=O)c3ccc(S(=O)(=O)N4CCOCC4)cc3)cc2s1	7	-1.8	-2.1	4	4	-2.4	-0.7	-1.4	-1	15	-2.0
Cc1cc(Nc2ccc3c(c2)OCCO3)c2ccccc2n1	3	-2.1	-2.1	2	2	-2.7	1.4	-0.9	6	1	-2.5
O=C(NCc1ccccc1)[C@@H]1CCCN1C(=O)[C@H]1CCCN1C(=O)c1ccccc1	3	-0.9	/	2	2	-1.1	/	0.4	1	9	0.9
O=C(NC1CCCCC1)c1cc(S(=O)(=O)N2CCCCC2)ccc1N1CCOCC1	-11	-1.2	1.2	-3	-3	-0.6	1.1	2.3	10	-15	0.3
COc1ccccc1C(=O)NNC(=O)CCC(=O)NCc1ccccc1	-1	-0.4	1.4	-3	-3	5.7*	0.5	0.2	2	-2	1.6
OCc1cc(-c2ccccn2)no1	-3	-1.1	1.3	1	0	0.3	0.7	0.8	-2	-2	1.2
Cc1ccc(-n2nc3c(=O)n(C(C)C(=O)NCc4ccc5c(c4)OCO5)nc(C)c3c2C)cc1 (configuration not stated)	-5	-1.8	-2.6	6	4	-5.2	-0.9	-1.1	2	1	-7.2
C[C@H](CO)N1C[C@H](C)[C@@H](CN(C)C(=O)Nc2ccc3c(c2)OCCO3)OCc2cnnn2CCCC1=O	-3	-0.8	-5.9	-1	2	-0.3	4.2	0.5	0	1	6.4
CS(=O)(=O)N1N=C(c2cccs2)CC1c1ccc(F)cc1 (configuration not stated)	-1	-0.3	3.1	-4	3	2.2	2.0	-0.7	7	0	5.9
O=C(Nc1cc(Cl)cc(Cl)c1)C(NCC1CCCO1)c1ccccc1 (configuration not stated)	3	-0.8	4.0	0	0	-0.1	-0.8	-0.1	-3	-1	-3.4
COc1ccccc1N(CC(=O)NCCSc1ccccc1)S(=O)(=O)c1ccccc1	-7	-0.9	-1.0	4	0	-0.9	0.0	1.7	-8	8	-2.3
COC(=O)c1scc(C)c1N/N=C(\C)c1ccc(F)cc1	4	1.0*	-2.8	0	6	4.3	0.0	1.1	4	0	0.6
O=C(CSc1nnc(NC(=O)c2ccccc2C(=O)O)s1)Nc1ccccc1Cl	-5	0.6	-0.7	-3	-3	4.4	-0.5	0.2	5	2	2.4
COc1ccc2nc(NC(=O)c3ccc(Br)s3)sc2c1	-25	-0.8	2.0	-4	-21	0.8	1.5	1.4	-5	-4	4.9
FC(F)Oc1cccc(NC(=S)N2CCN(c3ccccn3)CC2)c1	1	-1.0	-0.2	-9	1	2.8	-0.9	0.5	3	-1	-1.5
Nc1c(C(=O)Nc2ccccc2)sc2nc3c(c(-c4ccco4)c12)CCCC3	-105	-1.3	3.8	-2	-76	-0.8	0.5	-0.2	-4	-4	1.3
CCc1nnc(NC(=O)CSc2nnc(CNc3ccc(C)cc3)n2C)s1	0	-1.6	2.2	-1	2	-0.1	-1.7	0.6	0	-5	0.0
S=C(SCc1nc(-c2ccc(Cl)cc2)no1)N1CCSCC1	-1	0.0	/	-5	0	4.3	/	-0.2	3	-9	1.4
CCC(C)[C@H](NC(=O)N1CCC(Cc2ccccc2)CC1)C(=O)O (some centres not stated)	2	-0.9	2.2	0	1	-2.1	-0.5	-0.1	4	6	-0.1
CCC(C)NCC(=O)Nc1ccc(S(N)(=O)=O)cc1 (configuration not stated)	1	-1.2	-0.1	5	-2	-1.3	/	0.3	3	1	0.0
CCC(=O)Nc1ccc(C(=O)CSc2nnc(-c3ccc(O)cc3)n2CC2CCCO2)cc1 (configuration not stated)	0	-1.2	0.8	-4	-1	-1.7	2.4	-0.5	-3	3	2.5
Cc1nn(C)c(C)c1/C=N/NC(=O)CCn1nc(C)c([N+](=O)[O-])c1C	4	-0.9	1.9	0	3	-1.2	-0.8	-0.1	3	3	1.2
CCCCNC(=O)C1(C)CCN1C(=O)c1ccc(C(F)(F)F)nc1C (configuration not stated)	2	-0.1	-0.8	-9	2	0.7	/	-1.3	8	-7	2.8
Cc1cc(Cl)nc2ccc(Cc3ccc4nc(Cl)cc(C)c4c3)cc12	-6	-1.3	3.5	-4	1	-1.4	-0.9	-0.3	-5	0	-1.4
